HP1b binding inh – HP1-beta chromodomain-methylated histone interaction inhibition; P83916; Potency, µM (highest dose often 114 µM), inactives show top-dose activity change, negative = inhibition, actives largely listed as inhibitors; 0.56% of 390,000 active; AID 540317; AlphaScreen HP1-beta / biotin-H3K9me3 peptide binding; note: nearly all actives have a fitted effect of over 70% in size; inactives centre near 23
Target sequence (P83916 whole entry, looked up): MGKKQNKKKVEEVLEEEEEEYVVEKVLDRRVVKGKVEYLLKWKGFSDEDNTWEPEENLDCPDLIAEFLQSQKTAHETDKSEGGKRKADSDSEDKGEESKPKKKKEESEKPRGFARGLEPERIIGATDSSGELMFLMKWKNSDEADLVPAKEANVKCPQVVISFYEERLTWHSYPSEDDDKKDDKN
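AlphaScreen: HP1-beta (50 nM) preformed 30 min with biotin-H3(1-18)K9me3 peptide (50 nM) in PBS pH 7.4, 0.01% Tween-20. Compound added for 30 min at RT, then streptavidin donor/nickel chelate acceptor beads (10 ug/mL) for 30 min.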
JMJD2A Tudor inh – inhibitors of human JMJD2A Tudor domain; O75164; AlphaScreen JMJD2A-Tudor / H3K4me3 peptide binding; Potency, µM (doses to about 114 µM), for the others: top-dose activity change, negative = inhibition, most hits filed as inhibitors; 4.4% of 390,000 active; AID 504339; note: % is set by controls: 0 for no effect and ±100 for the full control effect; nearly all actives have a fitted effect of over 50% in size
Pin1 inhibitor – human Pin1 inhibition | Potency, µM (highest dose often 115 µM), inactives show top-dose activity, negative = inhibition, usual class: inhibitors | Pin1 FP peptide displacement, HiFluor488, 10 min | 0.009% of 390,000 active | Q13526; active = well fitted inhibition curve with a large enough effect in the polarisation, with a control signal flat, not every such curve was filed as active; inconclusive = small, poorly fitted or top-dose-only effect, or effect the other way, or a change in a side signal; inactive = no such curve, though single readings can be large or run the other way; the % refers to the polarisation; note: % is set by controls: 0 for no effect and ±100 for the full control effect
Target sequence (Q13526 whole entry, looked up): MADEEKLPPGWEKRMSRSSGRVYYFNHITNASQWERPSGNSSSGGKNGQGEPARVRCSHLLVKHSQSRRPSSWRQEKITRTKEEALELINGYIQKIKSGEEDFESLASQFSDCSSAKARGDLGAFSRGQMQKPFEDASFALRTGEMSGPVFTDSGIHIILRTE
12-LOX inh – ALOX12 (human) lipoxygenase inhibition | P18054 | purified 12hLO, xylenol orange hydroperoxide absorbance | Potency, µM (titrated, usually from 108 µM), for inactives: at the top dose activity change, negative = inhibition, usual class: inhibitors | 1.1% of 580,000 active | AID 1671190; note: % is set by controls: 0 for no effect and ±100 for the full control effect
Target sequence (P18054 whole entry, looked up): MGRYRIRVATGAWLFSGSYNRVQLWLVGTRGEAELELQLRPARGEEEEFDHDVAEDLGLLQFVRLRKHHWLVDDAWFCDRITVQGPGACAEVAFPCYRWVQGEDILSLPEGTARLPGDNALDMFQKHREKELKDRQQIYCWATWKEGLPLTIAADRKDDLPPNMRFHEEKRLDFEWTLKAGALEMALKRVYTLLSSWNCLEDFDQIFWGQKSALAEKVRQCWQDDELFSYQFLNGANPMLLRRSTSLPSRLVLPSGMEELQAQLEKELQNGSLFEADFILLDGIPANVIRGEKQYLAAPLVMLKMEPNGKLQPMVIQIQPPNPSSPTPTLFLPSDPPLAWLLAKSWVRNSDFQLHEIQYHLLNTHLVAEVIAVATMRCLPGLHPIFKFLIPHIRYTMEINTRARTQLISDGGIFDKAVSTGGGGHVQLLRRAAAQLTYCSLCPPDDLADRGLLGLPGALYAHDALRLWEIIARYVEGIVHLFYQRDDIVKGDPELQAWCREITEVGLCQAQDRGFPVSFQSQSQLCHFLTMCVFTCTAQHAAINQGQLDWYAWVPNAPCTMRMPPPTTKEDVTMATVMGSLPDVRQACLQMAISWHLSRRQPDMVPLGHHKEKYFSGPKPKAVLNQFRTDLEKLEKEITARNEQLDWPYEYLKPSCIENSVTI
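Purified human 12hLO (150 nM final) in 25 mM Hepes, 0.01% Triton X-100, pH 7.0 was preincubated 15 min at room temperature with compound. Then 40 uM arachidonic acid was added, 30 min. Hydroperoxide was read by Fe-XO absorbance ratio 573/405 nm.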
GLS inh – inhibitors of human glutaminase (GLS); O94925; GLS enzymatic activity, qHTS titration; 0.21% of 410,000 active; Potency, µM (highest dose often 45.5 µM), for inactives: at the top dose activity change, negative = inhibition, usual class: inhibitors; AID 624170; note: % is set by controls: 0 for no effect and ±100 for the full control effect
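Glutamate formation by hKGA was monitored fluorometrically using coupled glutamate oxidase, HRP and Amplex Red. Substrate was added as 1 mM L-glutamine solution; incubation was 30 min at RT after an initial read.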
TrxR1 inh – blocks rat thioredoxin reductase 1 | O89049 | recombinant rTrxR1, NADPH fluorescence consumption, selenite substrate | Potency, µM (series often up to 114 µM), for the others: top-dose activity change, negative = inhibition, most hits filed as inhibitors | 1% of 390,000 active | AID 588453; note: % is set by controls: 0 for no effect and ±100 for the full control effect; nearly all actives have a fitted effect of over 65% in size
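Rat TrxR1 (90 nM in the dispensed reagent) was pre-reduced with 400 uM NADPH for 5 min at room temperature, then incubated with compound for 15 min. After 400 uM selenite was added, NADPH fluorescence (Ex 340/Em 450 nm) was followed for 8 min.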
RGS4 inhibitor – blocks human RGS4-accelerated GTP hydrolysis | AID 504845 | 0.039% of 390,000 active | P49798 | Transcreener GDP fluorescence polarization, RGS4-accelerated GTP hydrolysis | Potency, µM (highest dose often 114 µM), for inactives: top-dose activity change, negative = inhibition, most hits filed as inhibitors; note: % is set by controls: 0 for no effect and ±100 for the full control effect; nearly all actives have a fitted effect of over 75% in size; some results filed as inactive show a strong effect at the top dose
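MLSMR compounds (23 nl, pin-transferred) preincubated 10 min at room temperature with a 500nM (2x) first reagent, then RGS4 at 900nM (2x) plus Transcreener GDP mix added; fluorescence polarization (620/688 nm) read before and after 90 min at 30 °C.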
ERG Ets-DNA blk – inhibitors of human ERG Ets domain-DNA interaction. P11308. fluorescence polarization, His-ERG Ets domain / labelled DNA. Potency, µM (top dose mostly 76.9 µM), for inactives: top-dose FP activity, negative = inhibition, actives largely listed as inhibitors. 0.028% of 370,000 active. AID 624246; active = well fitted inhibition curve with a large enough effect in the polarisation, with a control signal flat; inconclusive = small, poorly fitted or top-dose-only effect, or effect the other way, or a change in a side signal; inactive = no such curve, though single readings can be large or run the other way; the % refers to the polarisation;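 note: polarization taken with two DNA probes labelled with fluorescein and Texas red; % of control where 0% means no effect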
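His-tagged ERG Ets domain (1 uM in the protein solution; 300mM KCl, 50mM Tris-HCl, 1mM EDTA, 1mM DTT, pH 7.5) received compound, then a probe mix of 5 nM fluorescein-DNA and 100nM Texas-615-DNA. Fluorescence polarization was read for both dyes.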
Tb PGK inh – T. brucei PGK inhibition | P07378 | PGK/GAPDH coupled, Kinase-Glo luminescence, 60 min | Potency, µM (series often up to 57.5 µM), without a hit: at the highest dose activity change, negative = inhibition, hits mostly inhibitors | 0.043% of 380,000 active | AID 602233; note: % is set by controls: 0 for no effect and ±100 for the full control effect; nearly all actives have a fitted effect of over 60% in size
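Recombinant glycosomal PGK reaction used 1,3-bisphosphoglycerate generated in-well by GAPDH (100nM final) in 100mM TEA pH 7.6, 5mM MgCl2, 0.01% Tween-20. After 60 minutes at room temperature, ATP was read by Kinase-Glo Plus luminescence end-point.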
Starred values were filed as active, the others as inactive; i = inactive; ? = inconclusive; · = no result given; & = joins results of further samples; [ ] = another dose, or the depositor's remark. Unless noted, calls come from the whole dose curve; as a rule, active = well fitted curve in the direction sought with a large enough effect; inconclusive = small, poorly fitted or top-dose-only effect, or another doubt; inactive = no such curve, though single readings can be large; an effect the other way counts as inactive or inconclusive. Potency is the fitted concentration of half-maximal effect.

Every second line gives: 12-LOX inh | ERG Ets-DNA blk | TrxR1 inh | Tb PGK inh | Pin1 inhibitor | HP1b binding inh | GLS inh | JMJD2A Tudor inh | RGS4 inhibitor
COc1c(C)cccc1C(=O)Nc1ccc(N2CCOCC2)c(Cl)c1
 : 1% | -3% | 20%[57.1 µM] | i | -1% | 10% | -7% | -1% | -14%
CCCCOc1ccc(CN(CCO)CCO)cc1[N+](=O)[O-]
 : -24% | 2% | -10% | -3% | -2% | 11% | 12% | -10% | 4%
O=C1CCC(C(=O)N2CCC(O)CC2)CN1CCc1ccc(Cl)cc1 (centres undefined)
 : 5% | 6% | 0% | -3% | -4% | 32% | 0% | 1% | 23%
O=C(OCCN=C1NS(=O)(=O)c2ccccc21)c1ccco1
 : -13% | -6% | 13% | 16% | -4% | -1% | 0% | -8% | 12%
CCN1CCN(Cc2c(O)ccc3oc(C)c(C(=O)Nc4ccc(OC)c(Cl)c4)c23)CC1
 : -29% | -4% | 12% | i | 0% | 16% | 6% | -18% | -3%
Cn1c(CNC(=O)c2ccc(F)cc2)cc2ccccc21
 : 6% | 17% | 22% | 0% | 63%[activator] | 11% | -1% | -2% | -2%
COc1ccc(-c2nc(C)c(CCNC(=O)C(=O)Nc3c(C)cccc3C)s2)cc1OC
 : -4% | 4% | 18%[57.1 µM] | -5% | -2% | 27%[57 µM] | 3% | 8% | -9%
CCOc1ccccc1/C=N/NC(=O)CNC(=O)c1cccs1
 : 1% | -3% | 14% | -11% | -9% | 23% | -3% | -18% | 8%
O=C(NCCN1CCOCC1)Nc1cccc(Cl)c1
 : -7% | -2% | 17%[57.1 µM] | -3% | -6% | -12% | -5% | 5% | -16%
Cn1c(NCCO)nc2c1c(=O)n(Cc1ccccc1Cl)c(=O)n2C
 : 15%&-16% | -1% | 26% | -8% | 0% | 25% | 5µM* | -21% | 14%
CC(=O)Nc1ccc(NC(=O)C(C)OC(=O)C2CCCCC2)cc1 (centres undefined)
 : -3% | -8%[15.4 µM] | -6% | -8% | -11% | 15% | 12% | -14% | -12%
CC(C)Cn1c(NCCN(C)C)nc2c1c(=O)[nH]c(=O)n2C
 : -8%&2% | · | 17% | -5% | 0% | 8% | 43%[activator] | -20% | -4%
CC(C)(C)c1ccc(C2=NC(C)(C)N(CC(=O)Nc3ccc(F)c(F)c3)C2=O)cc1
 : -22% | 1% | 13% | · | ? | 36% | 9% | -3% | -11%
COc1ccccc1CNCc1cccc(Oc2ccccc2)c1
 : -17% | -2% | -1% | -3% | 4% | -9% | 11% | 40µM* | 15%
Cc1cccc(C)c1N(CC(=O)N1CCN(C)CC1)S(C)(=O)=O
 : -2% | -10% | -17% | i | -3% | 54% | 0% | 8% | -27%
COc1cccc(-n2c(SCc3cc(=O)oc4cc(O)c(O)cc34)nc3ccccc3c2=O)c1
 : 7.1µM* | -8% | -20% | ? | ? | ? | 6% | 40µM* | -29%
O=C(Nc1cccc(S(=O)(=O)NC2=NCCCCC2)c1)c1cccnc1Cl
 : -21% | -13% | 11% | -2% | -2% | 20% | -4% | 4% | 1%
O=C(NCc1ccccc1)c1nc(-c2ccc(Cl)cc2)n2c1CCCCC2
 : -45% | -1% | 19% | -10% | 7% | -5% | -12% | 22µM* | -1%
CC(NC(=O)CCc1ccccc1)c1ccc2c(c1)OCO2 (centres undefined)
 : 1% | -1% | 11% | i | -4% | 30% | 2% | -10% | 8%
CC(C)N(C(=O)CSc1nc2ccccc2n1Cc1ccccc1F)C(C)C
 : -8% | -7% | -1% | -3% | 3% | 18% | -3% | -5%[57.1 µM] | -2%

Entries of single compounds, looked up by structure.
Listed for CC(NC(=O)CCc1ccccc1)c1ccc2c(c1)OCO2 (centres undefined) : 12-LOX inh = 1%; ERG Ets-DNA blk = -1%; TrxR1 inh = 11%; Tb PGK inh = i; Pin1 inhibitor = -4%; HP1b binding inh = 30%; GLS inh = 2%; JMJD2A Tudor inh = -10%; RGS4 inhibitor = 8%
Listed for CC(=O)Nc1ccc(NC(=O)C(C)OC(=O)C2CCCCC2)cc1 (centres undefined) : 12-LOX inh = -3%; ERG Ets-DNA blk = -8%[15.4 µM]; TrxR1 inh = -6%; Tb PGK inh = -8%; Pin1 inhibitor = -11%; HP1b binding inh = 15%; GLS inh = 12%; JMJD2A Tudor inh = -14%; RGS4 inhibitor = -12%

Other results follow.
Every second line gives: 12-LOX inh | ERG Ets-DNA blk | TrxR1 inh | Tb PGK inh | Pin1 inhibitor | HP1b binding inh | GLS inh | JMJD2A Tudor inh | RGS4 inhibitor
COc1ccc(OC)c(-c2cc(C(=O)Nc3cc(C)on3)no2)c1
 : 0% | 5% | 63%[activator] | 7% | 16% | 23% | 3% | -11% | -14%
COc1ccc(N2CCN(C(c3ccco3)c3sc4nc(C)nn4c3O)CC2)cc1 (centres undefined)
 : -15% | -3% | -1% | -6% | 0% | 2% | 34% | -25% | 0%
O=C(CC1OC(=O)c2ccccc21)NCC1COc2ccccc2O1 (centres undefined)
 : 21% | -26% | 8% | i | 3% | 48%[activator] | -16% | -2% | -8%
COc1ccccc1N1CCN(c2ncnc3c2cnn3-c2cccc(Cl)c2)CC1
 : 4% | -7% | 9%[57.1 µM] | -4% | -1% | 46%[activator] | -2% | 1% | 3%
CCOC(=O)/C(C#N)=C/c1c(OCC)n(CC)c2ccccc12
 : -6% | -1% | 5% | -6% | -3% | 59%[activator] | 8% | -9% | -26%
CCC(=O)Nc1ccc(CC)cc1-c1nc2ccccc2n(Cc2ccccc2)c1=O
 : ? | 12% | -10% | 2% | 5% | 23% | 8% | -22% | -29%
O=C(NC1(Cc2ccccc2)CCN(Cc2ccc(-c3ccccc3)cc2)C1=O)c1ccccc1 (centres undefined)
 : -5% | -5% | 11% | -12% | 16% | 19% | 0% | ? | -14%
COc1ccccc1N1CCN(CC(=O)Nc2ccc(S(=O)(=O)N3CCCCCC3)cc2)CC1
 : 29% | -9% | 24% | 7% | 2% | 22% | -2% | -28% | 16%
COc1ccccc1N=C1SCC(=O)N1c1ccccc1OC
 : ? | -1% | -11% | -1% | -8% | ? | -12% | -12% | -23%
COc1ccc(C)cc1NC(=O)c1ccoc1C
 : -1% | 6% | -11% | -4% | -3% | 6% | 0% | -26% | -21%
Cc1ccc(C(=O)N/C(=C/c2ccc(Cl)cc2)C(=O)NCC2CCCO2)cc1 (centres undefined)
 : -9% | -1% | 6% | 3% | -8% | 33% | 4% | 3% | -24%
O=C(O)COc1ccccc1/C=N/NC(=O)/C(=C\c1ccc2c(c1)OCO2)NC(=O)c1ccccc1
 : ? | 11% | -32% | -22% | 0% | 13% | -2% | ? | -5%
CN(C)/C(=N\S(=O)(=O)c1ccccc1)c1ccccc1
 : -22% | 14% | -18% | 4% | -10% | 8% | -12% | -11% | 5%
Cc1c(NC(=O)NCCN2C(=O)C3C4C=CC(C4)C3C2=O)c(=O)n(-c2ccccc2)n1C (centres undefined)
 : -2% | -2% | 9%[57.1 µM] | i | -7% | 40%[activator] | 7% | -17% | 2%
Cc1ccc(CN2CCN(/N=C\C(Br)=C\c3ccccc3)CC2)cc1
 : -16% | -1% | 4%[57.1 µM] | -4% | 2% | ? | 12% | 45µM* | -10%
O=C(CSCc1nc2scc(-c3cccs3)c2c(=O)[nH]1)Nc1ccccn1
 : 1% | 4% | -10% | 2% | 16% | 17% | 6% | -21% | 12%
CCn1c(Oc2ccccc2F)nc2c1c(=O)n(C)c(=O)n2C
 : ? | -5% | 22% | 4% | -2% | 21% | 4% | -6% | 25%
CCCCCn1c(=O)[nH]c2cc(C(=O)NCc3ccc(Cl)cc3)ccc2c1=O
 : -15% | -4% | 22% | -7% | -1% | 10% | 1% | -11% | 5%
COc1ccccc1OCc1nc(-c2cccc([N+](=O)[O-])c2)no1
 : ? | -6% | 5% | -5% | 4% | -1% | ? | -30% | -14%
Cc1cc(C)n2ncc(C(=O)NCc3cccnc3)c2n1
 : 2% | 9% | 8%[57.1 µM] | 0% | -11% | 27% | 14% | -3% | 35%
Cc1nn(S(=O)(=O)c2ccc(C(C)(C)C)cc2)c(C)c1S(=O)(=O)N1CCOCC1
 : -28% | 12% | 17% | 0% | · | 56%[activator] | -1% | ? | 1%
COc1ccc2cc(CCNC(=O)c3cc4ccccc4o3)c(=O)[nH]c2c1
 : 0% | 6% | -1% | -4% | 2% | 37%[activator] | 1% | 15% | 6%
CC1(C)CC(NC(=O)C(C)(C)Oc2ccc(Cl)cc2)CC(C)(C)N1
 : -8% | 1% | 3%[57.1 µM] | 9% | 2% | 9% | 1% | -7% | -54%
O=C(c1ccco1)N1CCN(C(c2cccs2)c2nnnn2C2CCCCC2)CC1 (centres undefined)
 : 10%[57.4 µM] | · | ? | -6% | 1% | 24% | 0% | -20% | -15%
COc1ccc(CNC(=O)C2CCN(S(=O)(=O)c3ccc4c(c3)CC(C)N4C(C)=O)CC2)cc1 (centres undefined)
 : 2% | 2% | -2% | -8% | -1% | 28% | 2% | -20% | 9%
COc1ccc(S(=O)(=O)N=C2C=C(C)C(=O)C(C)=C2)cc1
 : ? | -8% | 0% | 0% | -1% | 1% | 46%[activator] | -13% | 11%
Cc1cc(C(=O)NNC(=O)c2nn(C)c(=O)c3ccccc23)c(C)o1
 : -2% | -2% | 23% | -3% | -1% | 35% | 8% | -7% | 6%
Cc1ccc(CNS(=O)(=O)NCc2ccc(Cl)cc2)cc1
 : 0% | 4% | 20% | · | -1% | 60%[activator] | -10% | 2% | -28%

Compound activity (PubChem)

Only part of the results is shown, so the mix of outcomes need not match the whole.
